# From PubChem
# PPARg SRC1 recr: agonists of human PPARgamma SRC-1 coactivator recruitment; P37231; PPARgamma-SRC-1 coactivator recruitment biochemical assay; activation, % at 8 µM; 200,000 tested, 0.41% active; AID 631; in the data active = activation above about 19%;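 note: 0% = DMSO and 100% = reference agonist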
# Target sequence (P37231 whole entry, looked up): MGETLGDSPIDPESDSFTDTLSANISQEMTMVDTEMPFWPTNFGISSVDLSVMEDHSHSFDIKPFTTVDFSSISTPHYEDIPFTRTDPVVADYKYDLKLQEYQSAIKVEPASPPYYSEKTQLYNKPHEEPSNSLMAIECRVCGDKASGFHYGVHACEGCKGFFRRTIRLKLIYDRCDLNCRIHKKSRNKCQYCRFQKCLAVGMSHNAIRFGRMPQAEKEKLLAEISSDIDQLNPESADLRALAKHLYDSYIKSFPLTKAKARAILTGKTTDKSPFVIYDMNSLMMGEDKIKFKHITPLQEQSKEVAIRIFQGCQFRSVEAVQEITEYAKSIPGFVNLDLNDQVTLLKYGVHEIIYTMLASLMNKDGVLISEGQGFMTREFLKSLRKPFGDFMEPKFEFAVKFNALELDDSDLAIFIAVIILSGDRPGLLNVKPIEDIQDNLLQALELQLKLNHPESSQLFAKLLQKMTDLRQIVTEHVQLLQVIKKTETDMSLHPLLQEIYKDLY
# TR-FRET SRC-2 ct: TR-FRET artefact, counter-screen to PPARgamma/SRC-2 agonist assay; stronger effect = higher value; TR-FRET ratio at 8 µM; 200,000 tested, 0.4% active; in the data active = TR-FRET ratio above about 2000; note: inactives centre near 1500
# L major viab: inhibitors of Leishmania major promastigote growth | Leishmania major promastigotes, resazurin fluorescence viability | inhibition, % at 10 µM | 200,000 tested, 9% active | AID 1063; in the data active = inhibition above about 50%;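 note: promastigotes grown with compound for 44 hours at 28 °C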
# PPARg SRC-2 ag: PPARgamma-driven SRC-2 recruitment agonism; PPARgamma LBD-SRC-2 recruitment, biochemical; activation, % at 8 µM; 200,000 tested, 0.34% active; in the data active = activation above about 22%;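 note: 0% = vehicle and 100% = reference agonist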
# HMGR II inh: blocks class II HMG-CoA reductase of Enterococcus faecalis; AID 1066; 190,000 tested, 0.41% active; purified E. faecalis HMGR, NADPH absorbance 340 nm kinetic; inhibition, % at 10 µM;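 active = inhibition above a set limit, the median over all tested compounds plus 3 SD, cut at about 9.5% in these data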;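 note: enzyme runs in reverse so mevalonate oxidation gives rising NADPH absorbance; 0% = complete reaction with DMSO and 100% = background rate lacking mevalonate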
# PPARg SRC-3 ag: agonists of human PPARgamma SRC-3 coactivator recruitment. P37231. biochemical PPARgamma/SRC-3 coactivator recruitment assay. activation, % at 8 µM. 200,000 tested, 0.26% active. AID 731; in the data active = activation above about 23%;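 note: 0% = DMSO and 100% = reference agonist; some compounds past the cut are filed as inactive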
# RAM network inh: inhibitors of the yeast RAM network; S. cerevisiae dse1pr::URA3 reporter, 5-FOA growth OD615, 2 d; analog-sensitive cbk1-as2 kinase mutant strain; 190,000 tested, 1.8% active; inhibition, % at 50 µM;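 active = inhibition above a set limit, 3 SD over mean compound inhibition, cut at about 8.4% in these data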;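 note: 0% = DMSO-only wells with no growth and 100% = 10 µM 1-NA-PP1 full growth; inhibition rescues growth on 5-FOA so higher OD means more RAM inhibition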
# ROMK mod: modulators of human ROMK potassium channel | P48048 | Tet-inducible ROMK, thallium flux fluorescence; actives lie on both sides | B-score at 10 µM | 130,000 tested, 2% active | AID 1918;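 active = signal ratio slope over the read window, or its plate-corrected B-score, at least 3 SD from the plate mean, either direction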;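 note: B-score of the F/F0 ratio slope over 7 to 12 s after thallium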
# Redox H2O2 prof: compounds producing H2O2 with reducing agent – biochemical, NIH compound library profiling, artefact control for MLSCN library redox annotation, primary screen; DTT-dependent redox cycling H2O2, phenol red/HRP absorbance; 100% = 100 µM peroxide control, 0% = buffer; activation, % at 10 µM; 200,000 tested, 0.03% active; AID 878;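 active = activation of at least 50% relative to the plate's high and low controls in the primary single-dose screen; inactive = activation below 50%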;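 note: compound incubated with DTT at 0.8 mM final as the reducing agent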
# S1P3 antag: antagonists of human S1P3 receptor; Q99500; CHO S1P3 NFAT-BLA reporter, FRET fluorescence, antagonist mode; inhibition, % at 4.98 µM; 170,000 tested, 0.27% active; AID 485;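 active = inhibition above the plate cutoff, the mean inhibition of test wells on that plate plus 3 SD, cut at about 28% in these data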;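 note: cells challenged with S1P at its EC80 of 0.8 µM; blue over green emission ratio from cleaved BLA substrate after 4 h stimulation; 0% = S1P-stimulated wells and 100% = unstimulated DMSO-only wells; some compounds past the cut are filed as inactive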
# Target sequence (Q99500 whole entry, looked up): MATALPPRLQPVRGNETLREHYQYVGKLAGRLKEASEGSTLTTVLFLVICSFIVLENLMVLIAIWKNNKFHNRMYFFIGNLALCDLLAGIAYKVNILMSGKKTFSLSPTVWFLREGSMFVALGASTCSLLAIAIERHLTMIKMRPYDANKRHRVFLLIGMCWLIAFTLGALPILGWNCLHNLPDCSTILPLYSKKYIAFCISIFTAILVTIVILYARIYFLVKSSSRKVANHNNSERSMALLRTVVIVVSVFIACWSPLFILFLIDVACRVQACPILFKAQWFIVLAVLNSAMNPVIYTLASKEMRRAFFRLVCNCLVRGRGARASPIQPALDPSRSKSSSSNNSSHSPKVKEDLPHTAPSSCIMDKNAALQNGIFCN
# bIAP inh: intestinal alkaline phosphatase (bovine) inhibition. purified bovine IAP, CDP-star luminescence, 30 min. inhibition, % at 20 µM. 190,000 tested, under 10 active;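 active = over 50% inhibition of intestinal alkaline phosphatase at 20 µM in the single-dose screen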
#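 test system = bovine IAP enzyme | medium = DEA buffer 100 mM, pH 9.8, with MgCl2 1.0 mM, ZnCl2 0.02 mM | detection = luminescence | dosing = single compound dose of 20 µM, 2% DMSO final | incubation = 30 min reaction at room temperature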
# An asterisk follows results filed as active; nt = no result given.
Structure	PPARg SRC1 recr	TR-FRET SRC-2 ct	L major viab	PPARg SRC-2 ag	HMGR II inh	PPARg SRC-3 ag	RAM network inh	ROMK mod	Redox H2O2 prof	S1P3 antag	bIAP inh
CCCOc1ccc2ccccc2c1/C=N/n1c(C)nnc1-n1nc(C)cc1C	-4	1621	51*	2	-1	3	-1.1	nt	1.5	41	-2
COc1cc(Cl)cc(/C=N/NC(N)=O)c1O	6	1521	-5	2	-13	4	0.1	-0.17	-1.0	8	-38
O=C(Cn1c(=O)sc2ccccc21)Nc1ccccc1	-5	1534	3	1	-1	-6	2.7	-0.013	0.1	nt	14
CO/N=C(\Cn1ncc(N2CCCC2)c(Cl)c1=O)c1ccc(Cl)cc1	4	1607	6	-2	4	4	2.1	-0.86	0.0	nt	11
O=C(Nc1ccc(Oc2ccc(C(F)(F)F)cn2)c(Cl)c1)C1CC1	2	1463	25	-2	-4	2	2.2	nt	-0.7	6	-18
COCc1[nH]nc2c1C(c1ccc(OC)cc1)C(C#N)=C(N)O2 (stereo not drawn)	-6	1301	11	-6	-1	-12	0.4	0.6	2.2	nt	5
O=C(NCCCn1ccnc1)c1cc(C(=O)C2CC2)c[nH]1	2	1539	-6	1	-1	12	-0.9	nt	1.8	nt	6
CCOC(=O)N/N=C/c1ccc(N2CCOCC2)s1	13	1620	0	8	-3	4	3.0	nt	-0.4	-2	41

# The list continues:
Structure	PPARg SRC1 recr	TR-FRET SRC-2 ct	L major viab	PPARg SRC-2 ag	HMGR II inh	PPARg SRC-3 ag	RAM network inh	ROMK mod	Redox H2O2 prof	S1P3 antag	bIAP inh
C=CCn1c(SCc2nc(N)nc(N(C)C)n2)nnc1-c1cccnc1	3	1388	7	8	-4	6	1.0	nt	-0.2	-3	-2
Cc1cc(C)cc(S(=O)(=O)c2cnc3ccccc3n2)c1	0	1451	30	0	0	-4	2.3	-0.071	0.3	-9	0
Cc1ccc(NCCC(=O)c2ccc(Br)cc2)cc1	1	1494	1	-4	-2	-4	2.2	nt	2.2	nt	-11
O=C(NC(Cc1ccccc1)c1ccc2c(c1)OCCCO2)c1ccccc1F (stereo not drawn)	0	1463	49	-1	-2	-10	1.3	-1.1	0.0	nt	5
COc1ccc(N2CCN(c3ncnc4c3[nH]c3ccccc34)CC2)cc1	5	1513	14	-1	5	-3	3.5	1.6	-0.3	nt	14
CCOc1ccccc1NC(=O)C1CCN(C(=O)NCc2ccccc2)CC1	2	1636	-5	9	4	-2	0.5	nt	0.1	nt	1
CC(C)Cn1cnc2sc3c(c2c1=N)CCCC3	6	1436	27	2	-5	1	1.1	-0.79	0.5	nt	4
CSCc1ccc(C(=O)Nc2cc(C)cc(C)c2)cc1	-4	1501	-3	5	0	-4	11*	0.77	0.0	14	-6

# Additional entries
Structure	PPARg SRC1 recr	TR-FRET SRC-2 ct	L major viab	PPARg SRC-2 ag	HMGR II inh	PPARg SRC-3 ag	RAM network inh	ROMK mod	Redox H2O2 prof	S1P3 antag	bIAP inh
COc1ccccc1-c1cc(C(=O)NCCCn2ccnc2)no1	4	1559	6	1	-2	0	0.6	nt	-3.5	31	7
C=CCn1c(C)cc(C(=O)CSc2nc(N)cc(N)n2)c1C	-2	1439	11	3	-5	1	-0.2	0.055	-2.1	-13	2
C=CCOc1nc2c(c(=O)n(C)c(=O)n2C)n1Cc1c(Cl)cccc1Cl	-2	1457	64*	-13	0	-1	0.9	-1.5	1.5	nt	9
O=C(Cc1c(F)cccc1Cl)NC1=NCCS1	2	1540	-9	10	3	3	-0.4	0.68	-1.5	-26	-10
O=Cc1cccn1-c1cccc([N+](=O)[O-])c1	-3	1372	-9	-6	-2	-5	2.6	-0.032	-1.1	-21	-6
CCOc1cc(/C=N/O)cc(Br)c1OCc1ccc(Cl)cc1	-6	1568	42	3	-1	3	2.5	nt	1.9	nt	9
Cc1cc(Nc2ccccc2)c2c([N+](=O)[O-])ccc(C)c2n1	-7	1752	26	-1	-6	2	0.7	-0.82	-0.1	-5	nt
CN(C(=O)c1ccc(OC2CCN(CCc3ccccc3)CC2)cc1)C1CCCCC1	4	1636	91*	2	-5	0	0.9	-1.2	1.1	-3	-8

# The results go on:
Structure	PPARg SRC1 recr	TR-FRET SRC-2 ct	L major viab	PPARg SRC-2 ag	HMGR II inh	PPARg SRC-3 ag	RAM network inh	ROMK mod	Redox H2O2 prof	S1P3 antag	bIAP inh
CCC(=O)Nc1cccc(-n2nnnc2SCC(=O)N2CCCCC2)c1	2	1537	-3	-1	0	0	1.8	-0.1	-0.4	-13	-9
CCOC(=O)C1=C(CC)OC(N)=C(C#N)C1c1ccc(OC)c(OC)c1OC (stereo not drawn)	6	1665	-3	6	4	5	0.5	-0.12	-0.7	-6	0
CCC(=O)c1ccc(Oc2ccc(C(=O)c3ccc(C)cc3)cc2[N+](=O)[O-])cc1	1	1533	-2	3	-3	0	11*	-0.11	0.4	1	12
CCCc1cc(C(=O)NCc2cccs2)no1	3	1354	-5	9	2	5	0.9	nt	-0.7	-15	11
CC(=O)NS(=O)(=O)c1ccc(NC(=S)NC(=O)c2ccco2)cc1	-3	1465	-8	-11	-5	-5	0.7	nt	-3.9	nt	4
CCOC(=O)/C(C#N)=C/c1cc(C)n(-c2ccc(Br)cc2)c1C	-1	1522	-4	-1	0	8	2.5	1.3	0.5	nt	19
Cn1c(SCC(=O)N2CCOCC2)nnc1-c1cccc(NC(=O)c2ccccc2F)c1	6	1516	4	9	-2	11	0.5	-0.14	0.0	nt	-2
Cc1cnc(C(=O)Nc2ccccc2-c2ccc(C)o2)cn1	-6	1345	1	0	-3	-11	2.3	0.71	0.0	nt	0

# At a glance, 16 of the compounds above:
Structure	PPARg SRC1 recr	TR-FRET SRC-2 ct	L major viab	PPARg SRC-2 ag	HMGR II inh	PPARg SRC-3 ag	RAM network inh	ROMK mod	Redox H2O2 prof	S1P3 antag	bIAP inh
CCOc1ccccc1NC(=O)C1CCN(C(=O)NCc2ccccc2)CC1	2	1636	-5	9	4	-2	0.5	nt	0.1	nt	1
CC(C)Cn1cnc2sc3c(c2c1=N)CCCC3	6	1436	27	2	-5	1	1.1	-0.79	0.5	nt	4
CSCc1ccc(C(=O)Nc2cc(C)cc(C)c2)cc1	-4	1501	-3	5	0	-4	11*	0.77	0.0	14	-6
COc1ccccc1-c1cc(C(=O)NCCCn2ccnc2)no1	4	1559	6	1	-2	0	0.6	nt	-3.5	31	7
C=CCn1c(C)cc(C(=O)CSc2nc(N)cc(N)n2)c1C	-2	1439	11	3	-5	1	-0.2	0.055	-2.1	-13	2
C=CCOc1nc2c(c(=O)n(C)c(=O)n2C)n1Cc1c(Cl)cccc1Cl	-2	1457	64*	-13	0	-1	0.9	-1.5	1.5	nt	9
O=C(Cc1c(F)cccc1Cl)NC1=NCCS1	2	1540	-9	10	3	3	-0.4	0.68	-1.5	-26	-10
O=Cc1cccn1-c1cccc([N+](=O)[O-])c1	-3	1372	-9	-6	-2	-5	2.6	-0.032	-1.1	-21	-6
CCOc1cc(/C=N/O)cc(Br)c1OCc1ccc(Cl)cc1	-6	1568	42	3	-1	3	2.5	nt	1.9	nt	9
Cc1cc(Nc2ccccc2)c2c([N+](=O)[O-])ccc(C)c2n1	-7	1752	26	-1	-6	2	0.7	-0.82	-0.1	-5	nt
CN(C(=O)c1ccc(OC2CCN(CCc3ccccc3)CC2)cc1)C1CCCCC1	4	1636	91*	2	-5	0	0.9	-1.2	1.1	-3	-8
CCC(=O)Nc1cccc(-n2nnnc2SCC(=O)N2CCCCC2)c1	2	1537	-3	-1	0	0	1.8	-0.1	-0.4	-13	-9
CCOC(=O)C1=C(CC)OC(N)=C(C#N)C1c1ccc(OC)c(OC)c1OC (stereo not drawn)	6	1665	-3	6	4	5	0.5	-0.12	-0.7	-6	0
CCC(=O)c1ccc(Oc2ccc(C(=O)c3ccc(C)cc3)cc2[N+](=O)[O-])cc1	1	1533	-2	3	-3	0	11*	-0.11	0.4	1	12
CCCc1cc(C(=O)NCc2cccs2)no1	3	1354	-5	9	2	5	0.9	nt	-0.7	-15	11
CC(=O)NS(=O)(=O)c1ccc(NC(=S)NC(=O)c2ccco2)cc1	-3	1465	-8	-11	-5	-5	0.7	nt	-3.9	nt	4

# New compounds follow
Structure	PPARg SRC1 recr	TR-FRET SRC-2 ct	L major viab	PPARg SRC-2 ag	HMGR II inh	PPARg SRC-3 ag	RAM network inh	ROMK mod	Redox H2O2 prof	S1P3 antag	bIAP inh
C=CCSc1nnc(NC(=O)COc2ccc3ccccc3c2)s1	-10	1445	-5	-10	3	-2	3.6	nt	0.3	nt	13
COc1ccc(N=Nc2[nH]c3ccc(C)cc3c2O)cc1	1	1472	-7	2	4	-1	3.4	0.015	0.2	2	1
COc1ccc(NC(=O)/C(C#N)=C/C=C/c2ccco2)cc1	4	1739	32	9	-2	-1	2.2	nt	-0.6	7	-6
CC(Sc1ccccc1)C(=O)Nc1ccccc1C(=O)N1CCOCC1 (stereo not drawn)	-10	1571	-8	7	-1	2	0.0	nt	2.5	nt	-7
CC/C(=C\C(=O)c1cccnc1)Nc1ccc(C)c(C)c1	5	1498	20	1	0	8	2.8	-1.2	-0.7	47	4
CC(C)(C)C1=Nn2c(nnc2-c2ccco2)SC1	3	1698	0	2	-4	1	1.4	-0.4	1.9	nt	5
O=C1NC(=O)c2cc(NC(=O)C3COc4ccccc4O3)ccc21 (stereo not drawn)	-10	1684	-3	-1	0	3	5.0	2.8	-1.3	-2	-4
CCOC(=O)N1CCC(NC(=O)C(NS(=O)(=O)c2ccc3c(c2)CCN3C(=O)CC)C(C)C)CC1 (stereo not drawn)	5	1503	-4	1	-5	-3	1.5	2.2	5.7	-7	-13

# Other results follow:
Structure	PPARg SRC1 recr	TR-FRET SRC-2 ct	L major viab	PPARg SRC-2 ag	HMGR II inh	PPARg SRC-3 ag	RAM network inh	ROMK mod	Redox H2O2 prof	S1P3 antag	bIAP inh
O=C(O)CC1S/C(=N/N=C/C2CC=CCC2)NC1=O (stereo not drawn)	3	1477	-4	-3	0	-1	0.1	nt	-0.7	-12	19
COc1ccccc1NC1=NC2(CCCC2)N=C(N)N1	11	1416	-7	-5	-2	-13	-0.2	nt	-3.3	-25	10
Cc1ccccc1NC(=S)/C(=C(\[O-])c1ccc(C)c([N+](=O)[O-])c1)[n+]1ccccc1	-2	1443	-1	-8	-2	-4	2.5	0.61	-0.1	-5	-6
N#Cc1c(NC(=S)NC(=O)c2ccccc2)sc2c1CCN(CCc1ccccc1)C2	2	1621	27	-4	-3	2	1.2	-0.045	0.0	16	-28
N#Cc1nc(-c2ccco2)oc1N1CCN(c2cccc(Cl)c2)CC1	1	1453	2	2	0	5	4.5	nt	3.0	-28	13
